Screening data as filed in PubChem.
CTSL1 counter: Fasciola hepatica cathepsin L1 inhibitors, primary screen, counter-screen for PFM18AAP inhibitor project, biochemical, QFRET, fluorogenic peptide substrate | recombinant F. hepatica cathepsin L1, Z-Leu-Arg-MCA fluorescence | inhibition, % at 5.96 µM | 300,000 compounds, 0.49% hits | AID 1906, 2009;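 active = inhibition above the mean of all tested compounds plus 3 SD, set per screening campaign, cut at about 17% in these data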;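 note: 0% = plate median of test compound wells and 100% = 1 µM Z-Phe-Ala-diazomethylketone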
core dimer inh: inhibitors of HCV core protein dimerization, primary screen, biochemical, TR-FRET, high-throughput; TR-FRET GST/Flag-core106 dimerization, 1536-well; 300,000 compounds, 0.33% hits; inhibition, % at 5 µM; AID 1899, 2009;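 active = inhibition above the mean of all tested compounds plus 3 SD, set per screening campaign, cut at about 45% in these data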
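Material: GST/Flag-tagged HCV core106 proteins. Incubation: 4 h, 22.5 °C incubation. Read-out basis: inhibition (%) from 671 over 617 nm ratio. Measured by: TR-FRET, excitation 340 nm, emission 617 and 671 nm.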
PP1 inh: PP1-alpha phosphatase inhibitors, primary screen, counter-screen for PP5 inhibitor project, biochemical, fluorescence, OMFP substrate, single point | Serine/threonine-protein phosphatase PP1-alpha catalytic subunit (Homo sapiens), P62136 | purified PP1alpha | inhibition, % at 6.7 µM | 320,000 compounds, 0.9% hits | AID 2235, 2010;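 active = inhibition above the mean inhibition of all tested compounds plus 3 SD, computed separately for each screening campaign, cut at about 15% in these data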
Target sequence (P62136 whole entry, looked up): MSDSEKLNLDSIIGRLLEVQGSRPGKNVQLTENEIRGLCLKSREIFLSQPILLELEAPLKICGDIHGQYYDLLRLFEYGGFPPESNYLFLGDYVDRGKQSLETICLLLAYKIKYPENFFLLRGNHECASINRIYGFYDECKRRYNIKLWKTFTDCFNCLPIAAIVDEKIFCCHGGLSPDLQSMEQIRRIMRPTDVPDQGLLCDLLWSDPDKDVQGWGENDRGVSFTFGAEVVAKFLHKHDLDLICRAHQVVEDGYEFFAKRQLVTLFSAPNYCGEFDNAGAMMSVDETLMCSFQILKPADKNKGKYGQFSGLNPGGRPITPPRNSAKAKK
Efflux pump mplx: inhibitors of Candida efflux pumps in yeast, primary screen, S. cerevisiae, Nile Red, multiplex. 330,000 compounds, 0.44% hits. inhibition, % at 10 µM. S. cerevisiae Candida pump triplex. AID 485275, 2010;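 active = plate passing quality check with inhibition over a set limit, or well fluorescence over plate mean plus 4 SD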;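 note: Nile Red retained in pooled yeast measured as flow cytometry median fluorescence; 0% = buffer negative control and 100% = Enniatin B positive control; higher means more Nile Red kept so more efflux inhibition; some compounds called inactive have numbers as strong as hits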
PP5 primary: PP5 phosphatase inhibitors, primary screen, biochemical, fluorescence. purified PP5c, OMFP substrate fluorescence. 320,000 compounds, 0.18% hits. Serine/threonine-protein phosphatase 5 (Homo sapiens), P53041. inhibition, % at 6.7 µM;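 active = inhibition above the campaign's mean inhibition across all tested compounds plus 3 SD, cut at about 9.5% in these data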;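 note: 0% = DMSO only and 100% = 100 µM cantharidin control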
PREPL inh: PREPL enzyme inhibitors, primary screen, biochemical, fluorescence polarization; Prolyl endopeptidase-like (Homo sapiens), Q4J6C6; recombinant PREPL, fluorescence polarization activity-based probe; inhibition, % at 5.96 µM; 320,000 compounds, 0.68% hits; AID 2751, 2010; in the data active = inhibition above about 43%;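 note: 0% = enzyme with DMSO and 100% = wells lacking enzyme; many of its hits are not listed in these tables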
TPT1 inh: Candida albicans TPT1 enzyme inhibitors, primary screen, biochemical, fluorescence polarization; recombinant caTPT1, FP RNA substrate dephosphorylation; inhibition, % at 5 µM; 300,000 compounds, 0.81% hits; AID 1962, 2009;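 active = inhibition above the mean of all tested compounds plus 3 SD, set per screening campaign, cut at about 24% in these data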;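 note: plate controls were DMSO alone for no effect and ferristatin control at 100 nM for full effect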
ZTA counter: blocks Epstein-Barr virus ZTA, an EBNA-1 counter-screen | P03206 | ZTA-DNA binding, fluorescence polarization | inhibition, % at 11 µM | 320,000 compounds, 0.15% hits; in the data active = inhibition above about 33%
Target sequence (P03206 whole entry, looked up): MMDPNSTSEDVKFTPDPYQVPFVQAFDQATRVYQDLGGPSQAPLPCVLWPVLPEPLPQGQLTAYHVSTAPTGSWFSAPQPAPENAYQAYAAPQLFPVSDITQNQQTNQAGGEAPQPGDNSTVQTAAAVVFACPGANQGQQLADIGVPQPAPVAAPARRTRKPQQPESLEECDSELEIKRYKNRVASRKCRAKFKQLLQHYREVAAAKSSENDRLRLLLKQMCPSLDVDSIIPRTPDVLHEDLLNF
EBNA-1 inh: EBNA-1 DNA-binding inhibitors, primary screen, biochemical, fluorescence polarization; inhibition, % at 14.8 µM; 300,000 compounds, 0.34% hits; in the data active = inhibition above about 28%
Numbers without * were called inactive; x = not tested or not shown.

SMILES	CTSL1 counter	core dimer inh	PP1 inh	Efflux pump mplx	PP5 primary	PREPL inh	TPT1 inh	ZTA counter	EBNA-1 inh
CCN(CC)CCN1C(=O)C(=O)/C(=C(/O)c2ccc(S(=O)(=O)N3CCOCC3)cc2)C1c1ccc(C(C)C)cc1 (stereo not given)	3	-2	9	-0.1	1.1	3	-4	-2	-8
Fc1ccc(OCCCCCN2CCCC2)cc1	-3	5	-2	-0.2	0.2	14	-1	-9	-8
Cc1cc(-c2n[nH]c(=S)n2/N=C/c2cccs2)n[nH]1	2	-7	-2	-0.1	-0.6	1	-1	6	1
Cc1ccc(/C=C2/NC(=O)[C@H](C)NC2=O)cc1	1	-1	-1	-0.1	-1.6	1	-2	-21	3
COc1ccc(CCC(=O)Nc2ccc(N3CCOCC3)cc2)cc1	0	-7	-7	0.0	2.9	16	-1	13	-1
Cc1ccc(CN2CCNC(=O)C2CC(=O)NCCCn2cccn2)o1 (stereo not given)	2	3	-1	0.1	-3.1	-2	7	9	-1
CC(=O)c1c(C)[nH]c(C(=O)OCC(=O)NCCc2ccc(F)cc2)c1C	-1	1	3	-0.1	-0.3	-15	-2	9	2
CSc1ncc(Sc2ccccc2)c(C(=O)O)n1	1	-3	1	0.1	-1.7	-1	-5	9	-2
Cc1ccc(-c2nc3ncccn3c2Nc2ccc3c(c2)OCCO3)o1	0	-36	2	-0.1	2.4	1	-2	11	6
CC(C)(C)c1[nH]nc2c1C(c1ccncc1)C(C#N)=C(N)O2 (stereo not given)	-2	-2	-3	0.0	1.3	-5	0	7	2

An excerpt from above in order of SMILES length, low to high:
SMILES	CTSL1 counter	core dimer inh	PP1 inh	Efflux pump mplx	PP5 primary	PREPL inh	TPT1 inh	ZTA counter	EBNA-1 inh
Fc1ccc(OCCCCCN2CCCC2)cc1	-3	5	-2	-0.2	0.2	14	-1	-9	-8
COc1ccc(CCC(=O)Nc2ccc(N3CCOCC3)cc2)cc1	0	-7	-7	0.0	2.9	16	-1	13	-1
Cc1ccc(-c2nc3ncccn3c2Nc2ccc3c(c2)OCCO3)o1	0	-36	2	-0.1	2.4	1	-2	11	6

Remaining list, next part:
SMILES	CTSL1 counter	core dimer inh	PP1 inh	Efflux pump mplx	PP5 primary	PREPL inh	TPT1 inh	ZTA counter	EBNA-1 inh
C[C@@H](CO)NC(=O)c1ccc2c3n(nc2c1)-c1ccc(Cl)cc1CO3	3	-12	-6	0.1	-4.1	13	3	5	-5
Cc1cc(C)cc(C(=O)NCC(=O)OCC(=O)N(C)C2CCS(=O)(=O)C2)c1 (stereo not given)	-7	2	1	0.1	2.5	-6	3	-7	4
O=C(NCCc1ccccc1)c1c[nH]c2c(F)cccc2c1=O	-4	5	-5	0.0	-1.7	-6	-2	5	1
O=C(N=C1SC2CS(=O)(=O)CC2N1Cc1ccccc1)C1CCCO1 (stereo not given)	6	-6	-4	0.1	-1.6	3	3	-6	-5
Cc1ccc(NC(=O)COC(=O)CC2SC(N3CCCC3)=NC2=O)cc1 (stereo not given)	x	x	-4	0.0	0.9	5	x	-14	x
CCOc1ccc(N(CC(=O)NN=C2CCN(C)CC2)S(C)(=O)=O)cc1	0	-1	-2	1.4	2.4	2	1	12	4
CCOc1ccc(C(C(=O)NCCOC)N(CCOC)C(=O)CCC(=O)Nc2ccccn2)cc1 (stereo not given)	10	-14	3	0.0	-8.2	10	-4	-12	-6
CCCCn1c(N)c(N(CC(C)C)C(=O)CC2OC(=O)c3ccccc32)c(=O)[nH]c1=O (stereo not given)	-5	1	-6	0.1	5.0	2	0	-9	-1
Cc1ccccc1OCC(=O)Nc1ccc(N2CCN(S(C)(=O)=O)CC2)cc1	-4	3	4	0.0	2.5	22	-2	-13	2
COc1cc(C)c(CN2CCC(Oc3ccc(C(=O)N4CCCC4)cc3)CC2)cc1C	1	7	-1	0.0	1.6	8	-4	-7	-9

Some of the entries above, reformatted:
Every second line gives: CTSL1 counter	core dimer inh	PP1 inh	Efflux pump mplx	PP5 primary	PREPL inh	TPT1 inh	ZTA counter	EBNA-1 inh
C[C@@H](CO)NC(=O)c1ccc2c3n(nc2c1)-c1ccc(Cl)cc1CO3
 : 3	-12	-6	0.1	-4.1	13	3	5	-5
Cc1cc(C)cc(C(=O)NCC(=O)OCC(=O)N(C)C2CCS(=O)(=O)C2)c1 (stereo not given)
 : -7	2	1	0.1	2.5	-6	3	-7	4

(continued)
SMILES	CTSL1 counter	core dimer inh	PP1 inh	Efflux pump mplx	PP5 primary	PREPL inh	TPT1 inh	ZTA counter	EBNA-1 inh
COc1cccc(/C=C/C(=O)Nc2ccc3nc4n(c(=O)c3c2)CCCC4)c1OC	3	3	-3	0.1	2.3	6	-1	10	-2
Cc1ccc(S(=O)(=O)N2CCN(C(=O)c3sccc3-c3ccccc3)CC2)cc1	-2	9	-3	0.1	0.0	18	2	-2	6
O=C(Nc1ccc(S(=O)(=O)NCc2cccnc2)cc1)c1ccccc1Cl	2	1	3	-0.1	0.0	2	0	7	3
CCc1nc2cccnc2n1-c1ccc(CC(=O)NCCOC)cc1	-5	-1	2	-0.2	1.8	-14	-1	5	-1
C/C(=N\NC(=O)c1ccc(Cn2cc([N+](=O)[O-])cn2)o1)c1cccc(NC(=O)c2cccnc2)c1	-3	-4	-1	0.1	2.7	5	0	-1	7
O=C(CSc1ccc(F)cc1)N1CCN(S(=O)(=O)c2ccccc2)CC1	-8	14	-8	0.3	-4.4	4	3	-2	-3
Cc1ccc(NC(=O)c2ccccc2CCc2ccccc2)c(C)c1	-2	-2	0	0.0	2.7	-23	1	-15	-7
NC(=O)c1sc2nc(N3CCOCC3)c3c(c2c1N)CCCC3	1	-5	-1	-0.1	-2.0	12	3	8	0
CSc1ccccc1C(=O)NCCSc1ccccc1	-1	-1	-2	0.0	-1.3	8	-2	-11	12
CSc1ccc(/C=N\NC(=O)CNc2ccc(C)cc2)cc1	4	-2	0	-0.2	2.6	14	-4	2	8

Molecules shown so far that contain an aryl thioether with sulfur outside any ring, in the order listed:
SMILES	CTSL1 counter	core dimer inh	PP1 inh	Efflux pump mplx	PP5 primary	PREPL inh	TPT1 inh	ZTA counter	EBNA-1 inh
CSc1ncc(Sc2ccccc2)c(C(=O)O)n1	1	-3	1	0.1	-1.7	-1	-5	9	-2
O=C(CSc1ccc(F)cc1)N1CCN(S(=O)(=O)c2ccccc2)CC1	-8	14	-8	0.3	-4.4	4	3	-2	-3
CSc1ccccc1C(=O)NCCSc1ccccc1	-1	-1	-2	0.0	-1.3	8	-2	-11	12
CSc1ccc(/C=N\NC(=O)CNc2ccc(C)cc2)cc1	4	-2	0	-0.2	2.6	14	-4	2	8

New compounds follow.
SMILES	CTSL1 counter	core dimer inh	PP1 inh	Efflux pump mplx	PP5 primary	PREPL inh	TPT1 inh	ZTA counter	EBNA-1 inh
Cn1ncc2c1ncn1nc(COc3ccc4ccccc4c3)nc21	-1	0	0	-0.1	-1.8	4	2	18	-4
Cn1c(-c2ccc(N)cc2)nc2ccccc21	-3	-6	-7	0.0	-1.3	5	-5	2	7
O=C(O)CC(c1cccc(Cl)c1)n1cccc1 (stereo not given)	-6	-2	-5	0.0	-1.4	4	4	-1	-6
COc1ccc(S(=O)(=O)N2CCOC2CNC(=O)C(=O)NCCN(C)C)cc1 (stereo not given)	-17	-9	3	0.0	-1.3	10	2	15	-3
Cc1nc(N2CCOCC2)nc(OCCN2CCOCC2)c1[N+](=O)[O-]	2	6	-3	0.0	-0.7	1	-1	-6	3
C[C@H]1CCC(=O)N(CCSc2ccc(Br)cc2)CC1	x	x	1	0.2	1.4	14	x	-19	x
CCCN1CCC(=O)N(CCOc2ccccc2)CC1	-2	2	-2	0.1	1.9	-8	3	-21	10
O=C(c1cn(-c2ccccc2)nc1-c1ccccc1)N1CCN(c2ccccn2)CC1	5	11	-2	0.1	0.9	4	-3	16	4
CC(C)(C)NCC(=O)N/N=C/c1ccc(OCc2ccccc2)cc1	2	-2	2	0.2	1.4	21	1	14	0
CCOc1cc(-c2nnc(NC(=O)C3=COCCO3)o2)cc(OCC)c1OCC	0	-5	7	-0.1	0.9	3	-2	4	11
CN1C(=O)C(C)(C)c2cc(S(=O)(=O)N3CCC(C(=O)Nc4ccc(Cl)cc4)CC3)ccc21	-3	1	-9	0.2	4.1	12	4	-3	1
COc1ccc(CNS(=O)(=O)c2cc3c(cc2C)N(C)CCO3)cc1	-3	5	-1	-0.1	0.5	-3	1	-2	-1
CC(C)CN(CC(C)C)S(=O)(=O)N1CCC(C(=O)NCc2ccc3c(c2)OCO3)CC1	5	4	-2	-0.1	1.9	3	1	-5	3
CCc1ccc(Nc2cc(C)nc3ncnn23)cc1	5	-2	2	0.1	0.1	2	0	1	-6
COC(=O)C[C@H]1c2cc(F)ccc2S(=O)(=O)N1C(C)C	-4	0	2	-0.1	0.2	-1	-3	14	-5
CCCCn1c(N)c(N(CCC(C)C)C(=O)c2[nH]c(C)c(C(=O)OCC)c2C)c(=O)[nH]c1=O	-2	-4	0	0.5	4.0	0	2	13	1
C=C1c2ccccc2NC(=O)N1c1ccc(OC)cc1	-5	-5	-1	0.0	3.0	7	-1	-7	-8
CN(Cc1ccccc1)S(=O)(=O)c1ccc(N2CCOCC2)nc1	0	0	-1	0.1	1.6	1	1	11	-4
COc1ccc(OC)c(NC(=O)COC(=O)c2cc3c(s2)CCC3)c1	-3	77*	9	-0.1	3.2	13	4	-1	-4
CC(=O)Cc1ccccc1OCC(=O)O	-2	0	-11	0.1	0.8	-14	-1	3	3
COc1cccc(C(=O)Nc2cc(C)ccc2NC(=O)COc2ccccc2)c1	4	3	3	0.1	1.1	-6	-5	18	4
Cc1ccc(N(CC(=O)NCc2ccccc2)S(=O)(=O)c2c(C)noc2C)cc1	2	-3	0	-0.2	-1.0	-25	-3	-6	10
CN(C(=O)CCN1C(=O)/C(=C/c2ccccc2F)SC1=S)C1CCS(=O)(=O)C1 (stereo not given)	2	1	0	0.3	-1.1	32	3	2	-2
O=C(c1ccc(F)cc1)C1CCN(C(=S)Nc2ccc(F)cc2)CC1	1	-3	-4	0.2	0.2	1	2	1	-11
Cc1ccc(Cl)c(OC(=O)Cn2cnc3c2c(=O)n(C)c(=O)n3C)c1	-1	-3	-4	-0.1	6.0	-1	-5	2	-5
O=C(NC(=S)Nc1ccc(S(=O)(=O)Nc2nccs2)cc1)c1ccccc1F	0	7	-4	-0.1	-2.2	2	-2	4	3
O=C(CCl)c1ccc(Cc2ncc(C(F)(F)F)cc2Cl)s1	9	19	0	0.5	1.7	9	1	-7	-9
COC(=O)c1c(-c2ccc(C(C)(C)C)cc2)csc1NC(=O)C1C2CCC(O2)C1C(=O)O (stereo not given)	1	16	-1	0.0	7.1	-8	1	6	4
C=CC(=O)NC(NC(=O)C=C)c1ccccc1F	-2	-3	-4	0.2	-1.5	20	2	-2	-3

This is a subset, so the mix of outcomes need not match the whole.
